# Mito fusion yeast: blocks mitochondrial division or promotes mitochondrial fusion. S. cerevisiae fusion-defective mutant growth rescue, CellTiterGlo 48 h. Potency, µM (doses to about 46.1 µM), for the others: at the highest dose growth rescue (activation), usual class: activators. 320,000 tested, 0.23% active;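 note: potency is the fitted concentration of half-maximal effect; % of control where 0% means no effect; nearly all actives have a fitted effect of over 45% in size; temperature-sensitive fusion mutants such as fzo1-1 at 37 °C on non-fermentable ethanol glycerol medium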
#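 Compounds are tested for their ability to restore growth of mitochondrial fusion-defective yeast strains at non-permissive 37C in YPEG medium over 48 hours. Viability is quantified by luciferase luminescence.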
# Eya2 phos inh: blocks the phosphatase activity of human Eya2; AID 488837; 330,000 tested, 0.006% active; O00167; recombinant Eya2, OMFP fluorescence dephosphorylation (OMFP is methylfluorescein phosphate); Potency, µM (top dose mostly 76.9 µM), for the others: top-dose activity, negative = inhibition, usual class: inhibitors; note: potency is the fitted concentration of half-maximal effect; % is set by controls: 0 for no effect and ±100 for the full control effect
#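 Eya2 protein (added as 0.2 uM solution) was preincubated with compound for 10 min at ambient temperature in 50 mM HEPES pH 7.5, 50 mM NaCl, 5 uM MgCl2, 0.05% BSA, 1 mM DTT. OMFP (added at 50 uM) then reacted 10 min; fluorescence read at 485/525 nm.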
# TSG101-PTAP inh: blocks PTAP/TSG101 interaction to inhibit HIV-1 budding. Potency, µM (titrated, usually from 115 µM), for inactives: at the top dose activity change, negative = inhibition, usual class: inhibitors. 340,000 tested, under 10 active. Fluorescence polarization, FITC-PTAP peptide / Tsg101 binding. Q99816; active = well fitted inhibition curve with a large enough effect in the main read-out, with a control signal flat, not every such curve was filed as active; inconclusive = small, poorly fitted or top-dose-only effect, or effect the other way, or a change in a side signal; inactive = no such curve, though single readings can be large or run the other way; note: potency is the fitted concentration of half-maximal effect; % of control where 0% means no effect
# Target sequence (Q99816 whole entry, looked up): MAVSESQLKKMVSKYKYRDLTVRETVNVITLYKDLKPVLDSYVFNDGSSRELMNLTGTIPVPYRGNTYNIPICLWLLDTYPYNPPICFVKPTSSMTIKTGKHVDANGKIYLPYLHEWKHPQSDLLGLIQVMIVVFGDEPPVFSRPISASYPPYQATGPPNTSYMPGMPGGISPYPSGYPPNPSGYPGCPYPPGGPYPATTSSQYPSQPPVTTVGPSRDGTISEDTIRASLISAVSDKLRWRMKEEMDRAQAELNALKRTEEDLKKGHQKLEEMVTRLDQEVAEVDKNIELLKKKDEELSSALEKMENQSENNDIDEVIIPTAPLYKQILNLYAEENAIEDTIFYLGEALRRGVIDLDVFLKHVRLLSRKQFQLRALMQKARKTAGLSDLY
#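 Compounds were pin-transferred onto Tsg101 binding domain (10 uM final) in HEPES pH 7.5 buffer, then FITC-PTAP peptide was added at 50 nM final. After 20 min at RT, polarization reported peptide displacement across a qHTS concentration series.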
# TCR act: activates T cell receptor signaling; Potency, µM (doses to about 9.22 µM), inactives show top-dose activation of IL-2 secretion, usual class: activators; primary human leukocytes, anti-CD3, IL-2 HTRF, 48 h; 330,000 tested, under 10 active; note: % of control where 0% means no effect
#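 Activity was scored as IL-2 release from primary human leukocytes given only a TCR signal (a-CD3 beads) plus compound for 48 hr. Detection used a two-antibody HTRF format read at 665nm.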
# BCR signal inh: inhibitors of chronic active B-cell receptor signaling; ABC-DLBCL IkBa-CBG/CBR reporter, luminescence ratio, 4 h; Potency, µM (series often up to 46.1 µM), without a hit: at the highest dose ratio change, negative = lower green/red ratio, usual class: inhibitors; 340,000 tested, 0.05% active; AID 493014; active = well fitted inhibition curve with a large enough effect in the signal ratio, with a control signal flat, not every such curve was filed as active; inconclusive = small, poorly fitted or top-dose-only effect, or effect the other way, or a change in a side signal; the % refers to the signal ratio;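 note: potency is the fitted concentration of half-maximal effect; plate controls were basal doxycycline-induced cells for no effect and cells given 10 µM MG132 for full effect; MG132 reads +100%, hits lower the ratio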
#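 TMD8 ABC-DLBCL cells carrying doxycycline-inducible green luciferase fused to IkappaBalpha plus unfused red luciferase were exposed to compounds (up to 46 uM) for 4 hrs at 37C. Activity came from the overlap-corrected green/red luminescence ratio.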
# Tb PFK inh: inhibitors of T. brucei phosphofructokinase | 330,000 tested, 0.17% active | O15648 | AID 485367 | T. brucei PFK, ADP-Glo luminescence | Potency, µM (series often up to 57.5 µM), for the others: at the highest dose activity, negative = inhibition, actives largely listed as inhibitors;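 note: potency is the fitted concentration of half-maximal effect; 0% = uninhibited 1x PFK enzyme wells and -100% = no-enzyme wells; nearly all actives have a fitted effect of over 60% in size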
#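 Activity is normalized to no-enzyme wells (full inhibition) and 1.25 nM enzyme wells (no inhibition). Reaction: 0.5 mM F6P, 0.1 mM ATP, 45 min RT, ADP-Glo luminescence; concentration-response curves fitted and classed by quality.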
# TSHR antagonist: blocks TSH signaling through the human TSH receptor. P16473. 330,000 tested, 0.2% active. AID 504810. TSHR-expressing cells, TSH-stimulated cAMP HTRF, 2 h; stronger effect = lower value. activity change, negative = inhibition, % at 11.5 µM;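 active = activity change below a set negative limit, meaning inhibition stronger than a set level, cut at about -70% in these data; inconclusive = activity change between two set negative limits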; note: % is set by controls: 0 for no effect and ±100 for the full control effect
#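 Competitive HTRF cAMP read-out (cryptate anti-cAMP antibody, cAMP-d2; 30 min, room temperature) in freshly harvested TSHR cells. Compounds added before TSH at EC80 (4nM final), followed by 2 hours' incubation at 37 deg C.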
# B2AR arrestin: recruits beta-arrestin to the human beta2-adrenergic receptor. P07550. beta-arrestin recruitment to beta2AR, cell-based reporter. Potency, µM (doses to about 46.1 µM), for inactives: top-dose activation, actives largely listed as activators. 330,000 tested, 0.02% active. AID 492947;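 note: potency is the fitted concentration of half-maximal effect; 0% = DMSO controls and full agonism = EC100 isoproterenol or metaproterenol; nearly all actives have a fitted effect of over 65% in size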
# Target sequence (P07550 whole entry, looked up): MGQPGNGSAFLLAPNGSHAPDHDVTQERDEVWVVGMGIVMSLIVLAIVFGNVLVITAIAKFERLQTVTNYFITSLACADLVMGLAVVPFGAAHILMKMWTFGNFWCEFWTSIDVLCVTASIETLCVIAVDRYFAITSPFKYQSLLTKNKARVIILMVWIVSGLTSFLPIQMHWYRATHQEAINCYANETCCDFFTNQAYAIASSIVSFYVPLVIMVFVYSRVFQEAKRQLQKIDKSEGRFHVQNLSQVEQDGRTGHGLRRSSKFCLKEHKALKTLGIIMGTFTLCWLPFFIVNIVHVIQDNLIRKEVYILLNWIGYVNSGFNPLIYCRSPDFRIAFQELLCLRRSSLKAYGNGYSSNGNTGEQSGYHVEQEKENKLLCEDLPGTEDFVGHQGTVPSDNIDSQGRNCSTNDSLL
# uPA generation: inhibitors of cell surface uPA generation | 330,000 tested, 0.31% active | cell surface uPA generation assay, qHTS | AID 540303 | Potency, µM (doses to about 38.3 µM), inactives show at the highest dose activity change, negative = inhibition, hits mostly inhibitors; active = well fitted inhibition curve with a large enough effect; inconclusive = small, poorly fitted or top-dose-only effect; inactive = no such curve, though single readings can be large or run the other way; tested in mouse RAW 264.7 cells; note: potency is the fitted concentration of half-maximal effect; % is set by controls: 0 for no effect and ±100 for the full control effect; nearly all actives have a fitted effect of over 55% in size
# ELG1 DNA repair: ELG1-dependent DNA repair inhibition | Potency, µM (doses to about 46.1 µM), inactives show at the highest dose activity change, negative = inhibition, actives largely listed as inhibitors | HEK293T ELG1-luciferase reporter, luminescence, 16 h; DNA damage induced by 5-fluorouridine | 330,000 tested, 2.3% active; note: potency is the fitted concentration of half-maximal effect; % is set by controls: 0 for no effect and ±100 for the full control effect; nearly all actives have a fitted effect of over 55% in size
#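 Luminescence from the luciferase reporter, measured 30 min after ONE-Glo reagent at room temperature, was the read-out. Beforehand, 2,000 cells per well were exposed for 16 hr at 37 °C to 5-fluorouridine together with compound or vehicle.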
# USP2a block: blocks human ubiquitin-specific protease USP2a; 330,000 tested, 0.01% active; USP2 core, Ub-CHOP2 coupled fluorogenic reporter, 485/531; Potency, µM (top dose mostly 38.3 µM), for inactives: at the top dose activity change, negative = inhibition, most hits filed as inhibitors; AID 463254;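 note: potency is the fitted concentration of half-maximal effect; plate controls were DMSO wells for no effect and full inhibition by NEM control for full effect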
#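 USP2 core (10nM final) preincubated 30min RT with compound in 20mM Tris-HCl pH 8.0, 2mM CaCl2, 2mM beta-mercaptoethanol, 0.05% CHAPS; 25nM Ub-CHOP2 plus 25nM reporter substrate added, fluorescence (Ex485/Em531) read after 60min.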
# Numbers without * were called inactive; u = inconclusive; x = not tested or not shown; [ ] = remark or other dose. Unless noted, calls come from the whole dose curve; as a rule, active = well fitted curve in the direction sought with a large enough effect; inconclusive = small, poorly fitted or top-dose-only effect, or another doubt; inactive = no such curve, though single readings can be large; an effect the other way counts as inactive or inconclusive.
# The first five compounds as a preview:
SMILES,Mito fusion yeast,Eya2 phos inh,TSG101-PTAP inh,TCR act,BCR signal inh,Tb PFK inh,TSHR antagonist,B2AR arrestin,uPA generation,ELG1 DNA repair,USP2a block
COc1cc(/C=C(\NC(=O)c2cc(OC)c(OC)c(OC)c2)C(=O)NC(C(=O)O)c2ccccc2)cc(OC)c1OC (configuration not stated),1%,0%,-1%,7%,-1%,1%,50,-0.6%,8%,-7%,2%
C=Cc1ccc(Cn2c(=O)n(CCCOC)c(=O)c3sccc32)cc1,0%,-3%,-3%,11%,-8%,-1%,-16,-1.0%,-18%,21µM*,-1%
CS(=O)(=O)Nc1ccc2c(c1)OCC(=O)N2Cc1ccccc1,2%,-13%,1%,-3%,0%,2%,12,-0.1%,5%,-1%,-1%
COC(=O)c1cc2c(ccn2-c2ccc(F)cc2)n1CC(=O)C(C)(C)C,3%,2%,-3%,-7%,10%,-15%,-4,-0.3%,6%,u,1%
CCOc1cc(/C=C2\C(=O)N(c3nc(-c4ccc(Br)cc4)cs3)N=C2c2ccccc2)ccc1O,3%,13%,1%,-2%,25%,1%,-10,0.1%,-4%,u,u

# This part in full, from the first entry:
SMILES,Mito fusion yeast,Eya2 phos inh,TSG101-PTAP inh,TCR act,BCR signal inh,Tb PFK inh,TSHR antagonist,B2AR arrestin,uPA generation,ELG1 DNA repair,USP2a block
COc1cc(/C=C(\NC(=O)c2cc(OC)c(OC)c(OC)c2)C(=O)NC(C(=O)O)c2ccccc2)cc(OC)c1OC (configuration not stated),1%,0%,-1%,7%,-1%,1%,50,-0.6%,8%,-7%,2%
C=Cc1ccc(Cn2c(=O)n(CCCOC)c(=O)c3sccc32)cc1,0%,-3%,-3%,11%,-8%,-1%,-16,-1.0%,-18%,21µM*,-1%
CS(=O)(=O)Nc1ccc2c(c1)OCC(=O)N2Cc1ccccc1,2%,-13%,1%,-3%,0%,2%,12,-0.1%,5%,-1%,-1%
COC(=O)c1cc2c(ccn2-c2ccc(F)cc2)n1CC(=O)C(C)(C)C,3%,2%,-3%,-7%,10%,-15%,-4,-0.3%,6%,u,1%
CCOc1cc(/C=C2\C(=O)N(c3nc(-c4ccc(Br)cc4)cs3)N=C2c2ccccc2)ccc1O,3%,13%,1%,-2%,25%,1%,-10,0.1%,-4%,u,u
CCCCNC(=S)NNC(=O)c1csc2ccccc12,0%,-6%,0%,x,-1%,-3%,4,-0.1%,-3%,9%,-5%
Cc1cccc(NC(=S)NCc2ccco2)c1C,-2%,-6%,-3%,-13%[46.1 µM],2%,-6%,2,-0.6%,-3%,-8%,0%
Cc1ccccc1-c1nc(CN2CCC(C(=O)NC3CCCCC3)CC2)c(C)o1,6%,11%,-3%,7%,-6%,-4%,15,0.0%,-2%,2%,0%
CC(CNC(=O)COc1ccccc1)OC(=O)Nc1cccc(Cl)c1 (configuration not stated),8%,2%,0%,8%[46.1 µM],3%,-4%,29,-0.8%,-3%,-6%,1%
NNC(=O)c1cc2c(s1)-c1cc(Cl)ccc1SC2,24%,4%,2%,6%,0%,0%,-30,-1.2%,3%,u,-1%
CCn1c(SCC(=O)Nc2nc3ccc(OC)cc3s2)nnc1-c1ccoc1C,0%,5%,-8%,-3%,u,-3%,-16,0.1%,-4%,-9%,1%
COc1ccc(CN2CCNC(=O)C2CC(=O)NCCc2nc(C)c(C)s2)c(OC)c1 (configuration not stated),-6%,-5%,-8%,8%,-1%,-1%,15,0.2%,0%,-1%,3%
Cc1nn(C)cc1C(=O)Nc1ccc2c(c1)OCCO2,-15%,-24%,0%,-12%,u,-12%,11,0.0%,-1%,u,0%
O=C(Nc1ccc(S(=O)(=O)N2CCOCC2)cc1)c1ccc(Cl)cc1,9%,1%,-11%,3%,-5%,-11%,0,-0.2%,-11%,u,2%
CCCn1nnnc1NCc1cccc(OC)c1,-2%,-5%,1%,x,-1%,-6%,5,-0.8%,-2%,2%,2%
CC1CC(C)CN(C(=O)C(C)N2CCN(S(=O)(=O)c3cccs3)CC2)C1 (configuration not stated),2%,21%,-3%,11%,-1%,-3%,-8,-0.3%,u,-1%,3%
CCCN(C(=O)CSc1ncccn1)C1CCS(=O)(=O)C1 (configuration not stated),x,2%,-11%,-2%,5%,7%,-8,-0.9%,4%,13%,5%
O=C(CN1C(=O)NC2(CCCCC2)C1=O)Nc1ccc(F)cc1,3%,3%,0%,3%,u,-2%,13,0.1%,-1%,-14%,1%
COC(=O)[C@]1(C)N[C@H](CN(C)C(=O)NC(C)C)[C@@H]2C(=O)N(C)C(=O)[C@@H]21,x,9%,-3%,-4%,0%,1%,6,-0.9%,5%,u,1%
CC(C)(C)NC(=O)C(c1ccc(O)cc1)N(C(=O)CCC(=O)Nc1ccccn1)c1ccc(F)cc1 (configuration not stated),1%,-10%,-10%,-2%,2%,1%,6,0.0%,-8%,-11%,5%
O=C(N/N=C/C(Br)=C/c1ccccc1)c1n[nH]c2c1CCC2,3%,1%,-1%,-1%,u,-3%,4,u,u,u,0%
COc1ccc(C2(CNC(=O)c3cccc([N+](=O)[O-])c3)CCOCC2)cc1,-3%,-4%,0%,-6%[46.1 µM],u,-1%,-2,0.4%,-2%,3%,1%
C/C(CC(=O)Nc1ccc2c(c1)OCCO2)=N\NC(=O)Cc1ccccc1,-2%,17%,-6%,3%,-2%,10%,4,-0.1%,3%,0%,0%
O=C(NCCC1=CCCCC1)C1CCC(CNc2c(N3CCCCC3)c(=O)c2=O)CC1 (configuration not stated),3%,-7%,-5%,-4%,4%,-8%,-2,-0.2%,3%,u,0%
CC(CCc1ccco1)NC(=O)c1cccc2c1C(=O)N(C1CCCCC1)C2 (configuration not stated),15%,-1%,0%,3%,3%,-5%,11,0.1%,11%,u,1%
C[C@H]1CN([C@@H](C)CO)C(=O)Cc2cc(NC(=O)CCC(F)(F)F)ccc2O[C@H]1CN(C)S(=O)(=O)c1ccc(Cl)cc1,x,5%,0%,0%,u,1%,4,-0.5%,u,u,0%
CC1Cc2ccccc2N1C(=O)c1cnc2ccccn2c1=O (configuration not stated),0%,-7%,-5%,-2%,-1%,3%,7,-0.3%,x,-2%,3%
Cc1ccc(C(=O)Nc2ccc(F)c(S(=O)(=O)N3CCOCC3)c2)s1,x,6%,-1%,x,-6%,-1%,x,0.3%,-24%,u,0%
CCOc1ccccc1C(=O)NN1C(=O)CCC1=O,1%,7%,0%,0%[46.1 µM],-2%,-2%,2,-0.5%,-5%,4%,2%
CCCCc1nnc(NC(=O)C(C)Sc2nc(C)cc(=O)[nH]2)s1 (configuration not stated),0%,6%,-10%,0%,4%,1%,-1,-0.3%,x,8%,-1%
O=C(NCc1cccc2[nH]ccc12)C1CCC(=O)N(CCc2ccc(Cl)cc2)C1 (configuration not stated),1%,-8%,x,8%,-3%,-8%,-9,-0.5%,-11%,-11%,3%
COC(=O)CN(c1cc(Cl)ccc1OC)S(=O)(=O)c1ccc(OC)c(OC)c1,19%,0%,-5%,-1%[46.1 µM],1%,7%,8,0.2%,3%,-2%,1%
C=CCn1c(Cc2cccs2)nnc1SCC(=O)Nc1cc(OC)cc(OC)c1,3%,-11%,-5%,7%,1%,0%,-6,-1.2%,-2%,u,0%
Cc1cc(OCC(=O)NCc2cccnc2)c2c(C)c(C)c(=O)oc2c1,-1%,12%,-8%,6%,-4%,-4%,-9,-0.2%,9%,0%,3%
CCCCCCn1c(N2CCCC2)nc2c1c(=O)[nH]c(=O)n2C,21%,-3%,-4%,4%,0%,5%,1,0.2%,-6%,7%,0%
C1CCN(Cc2nnnn2C2CCCC2)CC1,1%,-4%,-14%,3%[46.1 µM],-16%,2%,-26,-0.1%,-5%,-2%,2%
O=C(c1ccc(Cl)cc1)N1CCC(N2CCC(C(=O)N3CCOCC3)CC2)CC1,-1%,4%,-1%,3%,4%,-3%,-2,0.5%,-7%,11%,2%
